Compound activity from PubChem.
HCV core dimer = HCV core protein dimerization inhibition | inhibition, % at 5 µM | TR-FRET GST/Flag-core106 dimerization, 1536-well | actives 0.33% (n = 300,000);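 active = inhibition above the mean of all tested compounds plus 3 SD, set per screening campaign, cut at about 45% in these data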
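Assay system – GST-tagged and Flag-tagged HCV core protein residues 1-106 · Quantity – core106 proteins, GST 13.5 nM and Flag 17 nM · Benchmarks – unlabelled core106 and no-GST-core106 wells · Read-out basis – percent inhibition of core106 dimerization signal · Detection – time-resolved FRET, ex 340 nm, em 617 and 671 nm · Schedule – 4 h at 22.5 °C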
GRK2 aptamer HTS = inhibitors of human GRK2 displacing RNA aptamer; P25098; bead flow cytometry, FAM-aptamer displacement from GRK2; inhibition of aptamer binding, % at 10 µM; actives 0.59% (n = 330,000); AID 488847;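 active = inhibition of aptamer binding above 40%, roughly 3 SD of noise, on plates passing a quality check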;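 note: median bead fluorescence of bound FAM aptamer so fluorescent compounds give negative values; no value below 0 was filed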
proCasp3 act = procaspase-3 (human) activation. actives 0.11% (n = 330,000). AID 463141. recombinant procaspase-3 D3A, Ac-DEVD-pNA absorbance 405 nm. activation, % at 8.5 µM;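 active = activation above the mean of all tested compounds plus 3 SD, cut at about 21% in these data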;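 note: 0% = DMSO alone and 100% = DMSO wells spiked with extra 5 µM PC-3 D3A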
Target sequence (P42574 whole entry D9A/D28A/D175A): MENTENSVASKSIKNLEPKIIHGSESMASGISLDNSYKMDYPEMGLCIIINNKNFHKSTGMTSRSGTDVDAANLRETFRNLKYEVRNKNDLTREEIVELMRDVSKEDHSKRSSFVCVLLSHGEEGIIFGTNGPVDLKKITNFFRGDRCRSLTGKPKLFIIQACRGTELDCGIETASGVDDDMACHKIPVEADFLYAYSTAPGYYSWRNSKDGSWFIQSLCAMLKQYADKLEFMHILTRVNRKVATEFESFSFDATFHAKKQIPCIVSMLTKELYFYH
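Assay system: Procaspase-3 D3A mutant, all three cleavage aspartates alanine. Buffer or medium: Zinc-free HEPES saline buffer with Triton X-100. Times: 1 h compound preincubation, 2 h substrate hydrolysis at 25 °C. Measured by: 405 nm absorbance of p-nitroaniline, reads at 0 and 120 min. Read-out basis: percent activation relative to control range. Replicates: singlicate.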
procasp7 counter = counter-screen for procaspase-3 activators: activators of human procaspase-7; P55210; recombinant procaspase-7, Ac-DEVD-pNA absorbance 405 nm; D23A/D198A/D206A triple mutant, cannot self-cleave; scale: DMSO 0, 5 µM enzyme 100; activation, % at 8.5 µM; actives 0.093% (n = 330,000);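 active = percent activation above the screen-wide mean plus 3 SD, cut at about 25% in these data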
Target sequence (P55210 whole entry D23A/D198A/D206A): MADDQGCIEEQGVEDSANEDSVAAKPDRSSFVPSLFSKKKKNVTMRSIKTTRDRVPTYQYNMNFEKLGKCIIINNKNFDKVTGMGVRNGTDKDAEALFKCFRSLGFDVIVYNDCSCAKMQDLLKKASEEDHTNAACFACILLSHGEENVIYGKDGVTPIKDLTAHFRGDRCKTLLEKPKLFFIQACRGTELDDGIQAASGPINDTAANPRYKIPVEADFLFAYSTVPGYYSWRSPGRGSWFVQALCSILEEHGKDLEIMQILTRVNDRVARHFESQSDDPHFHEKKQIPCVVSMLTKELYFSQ
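Assay system – Uncleavable procaspase-7 mutant enzyme · Quantity – 2 µM procaspase-7 mutant as dispensed · Times – 1 h preincubation, 2 h reaction · Dosing – single nominal 8.5 µM compound dose, 0.8% DMSO final · Buffer or medium – Zinc-free 50 mM HEPES buffer, pH 7.4, with NaCl and Triton X-100 · Detection – Epi-absorbance of released pNA at 405 nm, two timepoints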
VLA-4 inh = inhibition in a human VLA-4 binding assay. inhibition, % (about 7 µM as worked out from the volumes in the protocol). P13612. VLA-4 expressing cells, ligand binding flow cytometry. actives 0.2% (n = 330,000); in the data active = inhibition above about 50%
PP5 primary = blocks human protein phosphatase 5 activity. P53041. purified PP5c, OMFP substrate fluorescence. actives 0.18% (n = 320,000). inhibition, % at 6.7 µM;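 active = inhibition above the campaign's mean inhibition across all tested compounds plus 3 SD, cut at about 9.5% in these data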;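 note: 0% = DMSO only and 100% = 100 µM cantharidin control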
GASC-1 inh = blocks human GASC-1 demethylase activity; actives 0.069% (n = 330,000); GST-JMJD2C(1-420) H3K9me3 demethylation, DELFIA europium; inhibition, % at 2.35 µM; Q9H3R0;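 active = more than half of a compound's replicate wells show inhibition beyond 50%, single wells judged on their own value; inconclusive = some, but no more than half, of replicates pass 50% inhibition; inactive = no replicate passes 50% inhibition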;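 note: signal counts dimethyl H3K9 product captured on neutravidin plate; 0% = median of DMSO wells and 100% = 0.3 times that DMSO median; strong numbers were not always called active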
Target sequence (Q9H3R0 1-420 limits assumed): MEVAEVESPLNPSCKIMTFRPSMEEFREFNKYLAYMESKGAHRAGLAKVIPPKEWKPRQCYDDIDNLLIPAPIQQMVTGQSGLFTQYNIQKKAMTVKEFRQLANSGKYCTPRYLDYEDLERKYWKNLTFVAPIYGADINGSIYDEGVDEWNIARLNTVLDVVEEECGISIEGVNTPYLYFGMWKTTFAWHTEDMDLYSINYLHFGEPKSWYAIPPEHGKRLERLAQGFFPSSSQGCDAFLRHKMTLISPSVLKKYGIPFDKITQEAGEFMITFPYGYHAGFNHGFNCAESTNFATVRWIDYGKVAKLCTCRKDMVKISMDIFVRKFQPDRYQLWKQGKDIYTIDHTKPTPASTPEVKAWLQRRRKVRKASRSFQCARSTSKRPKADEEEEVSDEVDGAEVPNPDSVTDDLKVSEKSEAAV
CTSL1 counter = blocks F. hepatica cathepsin L1 in PFM18AAP counter-screen | recombinant F. hepatica cathepsin L1, Z-Leu-Arg-MCA fluorescence | AID 1906 | inhibition, % at 5.96 µM | actives 0.49% (n = 300,000);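 active = inhibition above the mean of all tested compounds plus 3 SD, set per screening campaign, cut at about 17% in these data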;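 note: 0% = plate median of test compound wells and 100% = 1 µM Z-Phe-Ala-diazomethylketone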
PP1 counter = PP1-alpha (human) inhibition in PP5 counter-screen; inhibition, % at 6.7 µM; actives 0.9% (n = 320,000); P62136; purified PP1alpha, OMFP fluorescence;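 active = inhibition above the mean inhibition of all tested compounds plus 3 SD, computed separately for each screening campaign, cut at about 15% in these data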
Starred values were filed as active, the others as inactive; u = inconclusive; x = no result given.

item	smiles	HCV core dimer	GRK2 aptamer HTS	proCasp3 act	procasp7 counter	VLA-4 inh
1	CCn1cc(S(=O)(=O)Nc2cccnc2)cn1	5	0	5	-2	5
2	CCOC(=O)c1ccc(NC(=O)c2sc3nc(N4CCOCC4)c4c(c3c2N)CCCC4)cc1	16	2	-13	-21	1
3	CC(C)(C)N1C(=O)c2ccc(C(=O)NCc3ccco3)cc2C1=O	32	2	5	2	6
4	CC(=O)NN1CCc2cc3ccc(C)cc3nc21	7	90*	3	-1	-23
5	Clc1nccc(NCc2ccccc2)n1	-3	0	0	4	4
6	Cc1cc(=S)cc(C)n1CCCO	-1	0	1	-15	-3
7	CN(Cc1ccccc1)C(=O)Nc1ccc(Cl)cc1	3	0	0	7	7
8	Cc1nonc1NCn1nnc2ccccc21	-14	6	0	5	-1
9	FC(F)(F)c1ccc2c3n(nc2c1)CCN=C3c1ccc(Cl)cc1	11	0	6	-5	0
10	CC1CCc2nc(NC(=O)c3ccc(S(=O)(=O)N4CCCc5ccccc54)cc3)sc2C1 (stereo not given)	22	0	7	5	10

item	PP5 primary	GASC-1 inh	CTSL1 counter	PP1 counter
1	1.2	-23	0	-3
2	0.9	2	1	-3
3	0.0	2	-1	-1
4	0.4	-2	0	1
5	1.2	-9	0	-3
6	2.0	5	1	-4
7	1.6	6	-5	-7
8	3.6	7	-6	0
9	2.6	0	1	0
10	-1.3	3	3	-4

Overlap with the part before: 5 entries, then new ones.
item	smiles	HCV core dimer	GRK2 aptamer HTS	proCasp3 act	procasp7 counter	VLA-4 inh
6	Cc1cc(=S)cc(C)n1CCCO	-1	0	1	-15	-3
7	CN(Cc1ccccc1)C(=O)Nc1ccc(Cl)cc1	3	0	0	7	7
8	Cc1nonc1NCn1nnc2ccccc21	-14	6	0	5	-1
9	FC(F)(F)c1ccc2c3n(nc2c1)CCN=C3c1ccc(Cl)cc1	11	0	6	-5	0
10	CC1CCc2nc(NC(=O)c3ccc(S(=O)(=O)N4CCCc5ccccc54)cc3)sc2C1 (stereo not given)	22	0	7	5	10
11	COC(=O)C1(CCSC)NC(c2ccc(OC)cc2OC)C2C(=O)N(c3cccc(C(C)=O)c3)C(=O)C21 (stereo not given)	0	6	5	16	-2
12	CC1(C)CN=C(N(C(=O)Nc2ccccc2)c2ccccc2F)S1	2	0	15	10	-34
13	c1ccc(-c2cccc(-c3ccccn3)n2)nc1	-3	0	0	6	20
14	CC1C(=O)N2CCCc3cc(S(=O)(=O)N4CCCCC4)cc1c32 (stereo not given)	0	7	-4	1	9
15	COc1cccc(OC)c1C(=O)Nc1ccc2c(c1)Cc1ccccc1-2	7	1	7	-2	15
16	CNc1nc(SCC(=O)Nc2ccccc2)nc(N2CCOCC2)n1	9	0	5	5	-4
17	Cc1nc(NC(=O)c2ccccc2)sc1-c1csc(Nc2ccc(F)cc2)n1	-5	0	-5	-17	25
18	C/C(Cn1nc([N+](=O)[O-])cc1C)=N\NC(=O)COc1ccccc1[N+](=O)[O-]	2	1	1	4	24
19	COc1cc(OC)cc(-c2nc3nc(C)c(CCC(=O)NCc4ccco4)c(C)n3n2)c1	-5	4	3	1	-9
20	Cc1ccc(C)c(OCCn2nnc3ccccc32)c1	7	1	2	-1	16

item	PP5 primary	GASC-1 inh	CTSL1 counter	PP1 counter
6	2.0	5	1	-4
7	1.6	6	-5	-7
8	3.6	7	-6	0
9	2.6	0	1	0
10	-1.3	3	3	-4
11	2.5	0	-14	2
12	0.3	-7	-6	-2
13	-2.1	1	2	-7
14	0.5	u	-7	1
15	2.1	-5	2	-2
16	0.9	3	1	0
17	2.5	1	1	9
18	1.4	8	0	1
19	0.9	-35	4	-5
20	3.2	10	1	2

(continued)
item	smiles	HCV core dimer	GRK2 aptamer HTS	proCasp3 act	procasp7 counter	VLA-4 inh
21	CN1CCN(C(=O)N2c3ccccc3CCc3ccccc32)CC1	-2	2	3	8	1
22	O=C(NC1CCCC1)C1CCN(C(=O)c2cccc(Cl)c2)CC1	-13	1	-1	-2	3
23	COc1ccccc1NC(=S)N1CCn2cccc2C1c1cccnc1 (stereo not given)	0	0	-4	-1	-4
24	COc1ccc(S(=O)(=O)N2CCOCC2)cc1NC(=O)CN1CCCc2ccccc21	x	0	5	-2	-3
25	CCOc1ccc(NC(=O)CN(C)C(=O)c2sc3ccccc3c2Cl)cc1OCC	-5	1	5	-6	8
26	CNS(=O)(=O)c1cc(OC)ccc1OC	-11	2	2	2	12
27	Cc1ccc(C(NC(=O)N2CCOCC2)=C(Cl)Cl)cc1F	0	0	-4	5	19
28	COC(=O)C(/C=N/OCc1ccc([N+](=O)[O-])cc1)NC(=O)c1cccc(Cl)c1 (stereo not given)	-2	2	-11	6	12
29	CCCn1ncc(CN2CCC(CO)(Cc3ccc(OC)cc3)CC2)c1C	2	1	2	5	13
30	COc1ccc(N2CCN(C(=O)c3ccc(N4CCCCS4(=O)=O)cc3)CC2)cc1	13	0	4	-10	7

item	PP5 primary	GASC-1 inh	CTSL1 counter	PP1 counter
21	1.1	-9	1	-3
22	-1.0	-8	5	0
23	1.8	2	1	-3
24	x	3	x	x
25	0.2	6	4	-6
26	2.2	8	0	1
27	4.0	2	2	-6
28	0.8	-7	5	3
29	0.6	6	-6	-4
30	1.8	u	-2	0

More structures:
item	smiles	HCV core dimer	GRK2 aptamer HTS	proCasp3 act	procasp7 counter	VLA-4 inh
31	CC(c1ccccc1)N(CCC(c1ccccc1)C1CCOC(C)(C)C1)C(=O)c1ccco1 (stereo not given)	8	0	4	-6	0
32	O=C(CN1CCCCCC1=O)OCc1ncc(-c2ccccc2)o1	1	0	4	0	15
33	CCOC(=O)C1=C(C)Nc2nnnn2C1c1c[nH]c2ccccc12 (stereo not given)	1	0	7	3	1
34	N=C1C(c2nc3ccccc3s2)=C(O)CN1Cc1ccccc1	2	0	4	15	16
35	CN1C(=O)[C@H](Cc2ccc([N+](=O)[O-])cc2)NC1=S	6	0	-8	-14	9
36	CC(C)OC(=O)c1ccc(NC(=O)C2C3CC4OC(=O)C2C4C3)cc1 (stereo not given)	7	0	0	7	5
37	O=C(NCc1ccccc1)c1ccc2nnsc2c1	0	4	10	-5	4
38	Cc1ccc(-n2c(C)cc(C(=O)COc3cccnc3[N+](=O)[O-])c2C)cc1	3	2	-28	-31	3
39	Cc1ccccc1-n1ccnc1SCC(=O)NCC1CCCO1 (stereo not given)	9	0	-2	2	-22
40	COc1ccc2c(c1OC)CCC2=O	-3	2	0	0	-17

item	PP5 primary	GASC-1 inh	CTSL1 counter	PP1 counter
31	3.6	0	6	1
32	2.9	-3	-1	-2
33	0.4	-11	-1	0
34	1.9	31	0	1
35	2.5	-6	-5	-1
36	1.2	x	5	-2
37	1.7	7	0	-7
38	5.5	-4	-4	5
39	2.9	0	-1	-5
40	-0.1	40	8	-1

The listing continues:
item	smiles	HCV core dimer	GRK2 aptamer HTS	proCasp3 act	procasp7 counter	VLA-4 inh
41	CN(C)Cc1c(C(C)(C)O)[nH]c2ccc(C(F)(F)F)cc12	x	0	1	9	4
42	CSc1ncccc1C(=O)OCc1nc2ccsc2c(=O)[nH]1	-1	3	4	-2	-3
43	Cn1c(=O)c2ncn(CC(=O)Nc3nc(-c4ccc(Cl)cc4)cs3)c2n(C)c1=O	16	0	4	14	2
44	CCC(C)N1CCC(Oc2ccc(C(=O)NCc3ccccn3)cc2)CC1 (stereo not given)	-16	2	7	5	32
45	COc1ccccc1CN(C)C(=O)c1cnc(C)cn1	-4	0	1	8	5
46	COc1ccc(-c2ccc(-c3nnc(-c4cc(OC)ccc4OC)o3)cc2)cc1	0	3	6	0	-21
47	O=C1C(Cc2ccccc2)Nc2ncnc(N3CCOCC3)c2N1Cc1ccccc1 (stereo not given)	x	4	-4	-5	-3
48	O=[N+]([O-])c1cc(Cl)ccc1NCCNS(=O)(=O)c1ccccc1	2	9	-8	2	1
49	Cc1sc2c3ccsc3ccc2[n+]1C	-8	0	-28	-35	-2
50	O=C(Nc1nccs1)c1ccc(Cl)c(S(=O)(=O)N2CCCCC2)c1	1	0	-2	-5	-8

item	PP5 primary	GASC-1 inh	CTSL1 counter	PP1 counter
41	x	15	x	x
42	1.0	3	0	0
43	0.0	16	-5	-2
44	2.2	x	0	2
45	0.9	0	1	1
46	-0.2	8	1	-1
47	x	x	x	x
48	6.8	-15	2	4
49	1.6	x	-3	-2
50	1.4	-2	-1	1

Additional results
item	smiles	HCV core dimer	GRK2 aptamer HTS	proCasp3 act	procasp7 counter	VLA-4 inh
51	CCCCCC(=O)NNC(=S)NC(=O)c1ccccc1[N+](=O)[O-]	-1	2	7	-9	16
52	Cn1c(=O)cc(SCC(=O)NCCC2=CCCCC2)c2cc(Cl)ccc21	-8	0	2	-3	-3
53	Cc1nc2ccccc2c2oc(C(=O)NC3CC3)cc12	-7	0	9	4	-3
54	CCN(CC)C(=O)c1cn(CCC#N)nc1-c1ccc(F)cc1	2	2	2	6	-2
55	O=C(CCc1ccccc1)N/N=C/c1cccc(O)c1	-2	4	-8	8	-5
56	CC(C)CCC(C)NC(=O)c1ccc2nccnc2c1 (stereo not given)	-6	0	3	-1	-1
57	COc1ccc(C(=O)/C=C/c2ccc(O)cc2)c(O)c1CC=C(C)C	14	2	3	5	30
58	O=C(Nc1ccc(F)cc1)c1ccc(C(=O)N2CCOCC2)cc1	5	x	15	4	x
59	CCCCCC(=O)N1CC2(CC(c3cccc(NC(=O)c4ccccc4)c3)=NO2)C[C@@H]1C(N)=O (stereo not given in full)	-6	19	-2	-8	3
60	CC(Oc1ccccc1)C(=O)OCC(=O)Nc1ccc2c(c1)OCO2 (stereo not given)	x	0	-7	2	-6

item	PP5 primary	GASC-1 inh	CTSL1 counter	PP1 counter
51	-2.6	39	0	-1
52	4.7	2	2	4
53	2.1	-6	-1	1
54	1.4	7	-1	4
55	-1.2	-16	2	2
56	-0.8	1	-1	1
57	2.6	-4	3	1
58	-0.6	-3	-1	-7
59	1.2	-6	-4	-4
60	x	6	x	x

Given with tabs: 3 of the compounds above
No.	SMILES	HCV core dimer	GRK2 aptamer HTS	proCasp3 act	procasp7 counter	VLA-4 inh	PP5 primary	GASC-1 inh	CTSL1 counter	PP1 counter
51	CCCCCC(=O)NNC(=S)NC(=O)c1ccccc1[N+](=O)[O-]	-1	2	7	-9	16	-2.6	39	0	-1
52	Cn1c(=O)cc(SCC(=O)NCCC2=CCCCC2)c2cc(Cl)ccc21	-8	0	2	-3	-3	4.7	2	2	4
53	Cc1nc2ccccc2c2oc(C(=O)NC3CC3)cc12	-7	0	9	4	-3	2.1	-6	-1	1
